# Compound activity deposited in PubChem by Broad Institute.
# GASC1 inh: KDM4C (human) demethylase inhibition; Q9H3R0; GST-KDM4C 2-372, H3K9me3 peptide, LANCE TR-FRET; inhibition, % at 12.5 µM; 0.15% of 96,000 active; AID 720574;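 active = mean replicate inhibition above about 25%, with at least 55% of replicates also reaching it, limit read from the data, passing the limit was not always enough; inconclusive = only one of those two conditions met; inactive = neither condition met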
# Target sequence (Q9H3R0 2-372 limits assumed): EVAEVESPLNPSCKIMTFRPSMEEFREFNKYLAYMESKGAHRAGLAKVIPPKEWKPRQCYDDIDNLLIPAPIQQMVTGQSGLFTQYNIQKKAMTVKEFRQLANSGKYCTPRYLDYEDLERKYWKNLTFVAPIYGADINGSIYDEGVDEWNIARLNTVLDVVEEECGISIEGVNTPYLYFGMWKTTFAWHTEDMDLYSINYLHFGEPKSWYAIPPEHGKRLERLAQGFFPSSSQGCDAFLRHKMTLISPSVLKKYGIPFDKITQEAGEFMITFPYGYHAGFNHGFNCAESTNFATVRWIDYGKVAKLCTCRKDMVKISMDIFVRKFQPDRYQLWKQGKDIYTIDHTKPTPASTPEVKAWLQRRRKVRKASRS
#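 System: N-terminal GST-fused human GASC-1 (KDM4C) fragment, residues 2-372; amount: enzyme final amount 10 nM; incubation: reaction 30 min RT, detection step 1 h RT; medium: HEPES buffer, pH 7.5, plus ascorbate; technique: LANCE TR-FRET, Eu antibody, ULight-streptavidin, EDTA, ex 340 nm, em 618/671 nm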
# Pf Dd2 growth: P. falciparum Dd2 growth inhibition; 2.3% of 94,000 active; AID 1159554; SYBR Green, 72 h; active compounds read low; activity change, % at 10 µM; in the data active = activity change below about -80%; inconclusive = no clear call, values can overlap the other calls
# C diff HTS: blocks growth of Clostridium difficile; 0.25% of 86,000 active; growth activity, negative = inhibition, % at 16 µg/mL (by protocol); Clostridium difficile clinical isolate growth, OD600, 24 h; active compounds read low;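 active = mean growth activity at or below -80% and every replicate also at or below -80%; inconclusive = mean at or below -80% but some replicate above -80%; inactive = mean growth activity above -80%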;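 also: 0% = DMSO wells and -100% = levofloxacin 16 µg/mL wells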
# T cruzi growth: blocks T. cruzi growth in NIH3T3 culture | T. cruzi beta-gal in NIH3T3, GalScreen luminescence, 90 h | inhibition, % at 8.34 µM | 5.9% of 77,000 active;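 active = mean inhibition above about 93%, with at least 55% of replicates each passing it, limit read from the data, passing the limit was not always enough; inconclusive = only one of those two conditions holds; inactive = neither condition holds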
# * marks the source's active call; other numbers are inactive results; ? = inconclusive; / = not tested or not shown; & = joins results of further samples.
SMILES,GASC1 inh,Pf Dd2 growth,C diff HTS,T cruzi growth
COc1ccccc1CNC(=O)C[C@H]1CC[C@H](NC(C)=O)[C@H](CO)O1,-1.5,2,3,-57
CC(=O)N(C)C[C@@H]1Oc2cc(-c3cncnc3)ccc2S(=O)(=O)N([C@@H](C)CO)C[C@H]1C,0.9,22,-1,-29
COCC#Cc1ccc2c(c1)O[C@@H](CN(C)C)[C@H](C)CN([C@H](C)CO)S2(=O)=O,-0.6,22,-1,-14
COc1ccc(NC(=O)N(C)C[C@H]2OCCCC[C@@H](C)Oc3ccc(NC(=O)c4ccccc4)cc3C(=O)N([C@@H](C)CO)C[C@@H]2C)cc1,0.0,-63,2,58
Cc1cccc(S(=O)(=O)N2CCCCN3[C@H](CO)[C@@H](c4ccc(-c5ccccc5)cc4)[C@H]3C2)c1,/,-8,51,58
O=C1CNC[C@H]2[C@H](c3ccc(-c4ccccc4F)cc3)[C@@H](CO)N12,-2.5,-39,-2,/
C[C@@H](NC(=O)C[C@H]1CC[C@H]2[C@@H](COC[C@H](O)CN2C(=O)Nc2ccccc2)O1)c1ccccc1,0.6,-20,/,-1
C[C@H]1CCCCO[C@H](CN(C)C(=O)Nc2ccc(C(F)(F)F)cc2)[C@@H](C)CN([C@@H](C)CO)C(=O)c2cc(NC(=O)Cc3ccccc3)ccc2O1,-1.2,-89*,1,?
CO[C@H]1CN(C)C(=O)c2ccc(NS(=O)(=O)c3cn(C)cn3)cc2OC[C@@H](C)NC[C@H]1C,2.0,36,-1,/
C[C@H](CO)N1C[C@H](C)[C@H](CN(C)C(=O)Nc2cccc3ccccc23)OCCCC[C@H](C)Oc2ccc(NC(=O)c3ccccc3)cc2C1=O,-0.5,-46,-4,71
C/C=C/c1ccc2c(c1)O[C@H](CN(C)S(=O)(=O)c1ccccc1)[C@H](C)CN([C@@H](C)CO)S2(=O)=O,-2.7,-26,8,107*
COc1ccccc1S(=O)(=O)N[C@@H]1CC[C@H](CCn2cc(C3CCCC3)nn2)O[C@H]1CO,0.9,11,-1,/
Cc1ccc(S(=O)(=O)N(C)C[C@@H]2Oc3c(NS(=O)(=O)c4ccccc4)cccc3C(=O)N([C@@H](C)CO)C[C@@H]2C)cc1,2.0,-4,-13,46
CC(C)NC(=O)Nc1cccc2c1O[C@@H](CN(C)Cc1ccc(Oc3ccccc3)cc1)[C@@H](C)CN([C@@H](C)CO)C2=O,-0.5,-40,0,16
COc1ccc(S(=O)(=O)Nc2ccc3c(c2)C(=O)N([C@@H](C)CO)C[C@H](C)[C@H](CN(C)S(=O)(=O)c2ccc(C)cc2)OCCCC[C@H](C)O3)cc1,-0.6,-79,/,/
COc1ccc2c3c([nH]c2c1)[C@H](CO)N(Cc1ccccn1)CC31CCN(C(C)=O)CC1,13,-31,1,/
COc1cccc(S(=O)(=O)Nc2ccc3c(c2)[C@H]2C[C@H](CC(=O)NCc4ccc(Cl)cc4)O[C@H](CO)[C@H]2O3)c1,-4.8,-62,/,159*
C/C=C/c1ccc2c(c1)O[C@H](CN(C)C(=O)Nc1ccc(C(F)(F)F)cc1)[C@@H](C)CN([C@@H](C)CO)S2(=O)=O,-1.1,-10,0,101*
COc1ccc(CNC(=O)N(C)C[C@@H]2OCc3ccccc3-c3c(n(C)c4ccccc34)C(=O)N([C@H](C)CO)C[C@H]2C)cc1,-2.7,2,-5,19
Cc1cccc(S(=O)(=O)N2C[C@H](O)COC[C@@H]3O[C@H](CC(=O)N4CCN(C)CC4)CC[C@H]32)c1,1.4,10,-1,3
O=C(C1CC1)N1[C@@H]2CN(S(=O)(=O)c3ccc(F)cc3)c3ccccc3[C@@H]2[C@@H]1CO,-1.8,-2,-4,24
COc1ccc(S(=O)(=O)N(C)C[C@H]2Oc3c(NS(=O)(=O)c4ccccc4)cccc3C(=O)N([C@H](C)CO)C[C@@H]2C)cc1,0.1,14,-6,19
O=C(C[C@H]1CC[C@H]2[C@@H](COC[C@H](O)CN2Cc2ccncc2)O1)NCc1ccccc1Cl,4.8,-6,-2&-7,/
CC(C)NC(=O)N(C)C[C@@H]1Oc2cc(C#CC(C)(C)O)ccc2S(=O)(=O)N([C@@H](C)CO)C[C@H]1C,-0.4,34,0,-43
C[C@@H]1CN([C@@H](C)CO)C(=O)c2cc(NS(=O)(=O)c3ccc(Cl)cc3)ccc2O[C@@H]1CN(C)C(=O)Nc1ccc(C(F)(F)F)cc1,-1.4,17,/,36
CC(C)C#Cc1ccc([C@H]2[C@@H](CO)N3C(=O)CN(C(=O)NC4CCCCC4)C[C@H]23)cc1,0.4,-46,-6,/
CS(=O)(=O)Nc1ccc2c(c1)[C@@H]1C[C@H](CC(=O)NCc3ccccc3)O[C@@H](CO)[C@@H]1O2,-1.6,-3,/,33
O=S(=O)(c1ccccc1)N1[C@@H]2CNC[C@H]1C2c1ccc(/C=C/c2ccccc2)cc1 (some centres not stated),-2.7&-0.7,-41&-1,48&44,/
CO[C@H]1CN(C)C(=O)c2ccc(NC(=O)c3ccccc3)cc2OC[C@@H](C)N(C(=O)C2CC2)C[C@H]1C,-0.7,-32,3,17
CC(C)C#Cc1cnc2c(c1)C(=O)N([C@H](C)CO)C[C@@H](C)[C@H](CN(C)C(=O)Cc1ccccn1)O2,/,-51,-3,-70
CC(C)NC(=O)N1[C@H](CO)[C@@H](c2ccccc2)C12CN(Cc1ccccc1)C2,-0.5,-48,6,/
C[C@H](CO)N1C[C@H](C)[C@@H](CN(C)S(=O)(=O)c2ccccc2)Oc2c(NC(=O)Nc3ccccc3)cccc2C1=O,-1.0,-22,9,19
O=C(C1CCOCC1)N1CC(=O)N2[C@H](CO)[C@@H](c3ccc(C#CC4CCCC4)cc3)[C@H]2C1,0.0,-5,-10,/
CO[C@@H]1CN(C)C(=O)c2ccc(NC(=O)c3cccc(F)c3)cc2OC[C@H](C)N(C(C)=O)C[C@H]1C,-0.6,-10,-3,-47
CN(C)CC#Cc1ccc([C@H]2[C@@H](CO)N3C(=O)CN(C(=O)Cc4cccnc4)C[C@H]23)cc1,3.2,24,1,/
COCC#Cc1ccc([C@@H]2[C@@H](CO)N3C(=O)CN(C(=O)CN4CCOCC4)C[C@@H]23)cc1,0.0,21,-5,/
N#C[C@H]1[C@H](c2ccccc2-c2ccccc2F)[C@H](CO)N1C(=O)c1ccccn1,-0.8,7,19,/
Cc1noc(C)c1NC(=O)Nc1ccc2c(c1)C(=O)N([C@H](C)CO)C[C@H](C)[C@@H](CN(C)CC1CC1)OCCCC[C@@H](C)O2,0.4,49,7,31
Cc1noc(C)c1NC(=O)Nc1ccc2c(c1)C(=O)N([C@H](C)CO)C[C@H](C)[C@H](CN(C)C(=O)Nc1ccc(F)cc1)OCCCC[C@H](C)O2,0.7,-1,-4,38
C[C@H]1CN([C@@H](C)CO)C(=O)Cc2cc(NS(=O)(=O)c3ccc(Cl)cc3)ccc2O[C@@H]1CN(C)C(=O)Nc1ccc(C(F)(F)F)cc1,0.0,-19,6,-16
COc1ccc2c3c([nH]c2c1)[C@H](CO)N(C(=O)NC(C)C)CC31CN(C(=O)C2CCCC2)C1,-0.2,11,-6,/
C[C@H](CO)N1C[C@H](C)[C@H](CN(C)S(=O)(=O)c2ccccc2)Oc2ncc(-c3ccc(F)cc3)cc2C1=O,-0.8,-31,0,54
O=C(Cc1ccccc1)N1C[C@H]2[C@@H](c3ccccc31)[C@@H](CO)N2C(=O)C1CCOCC1,7.5,-2,-4,2
C[C@H]1CN([C@@H](C)CO)C(=O)c2cccc(NS(=O)(=O)c3ccc(F)cc3)c2O[C@@H]1CN(C)C(=O)Nc1ccc2c(c1)OCO2,3.8,-43,-9,45
CCC(=O)NC[C@@H]1[C@H](c2ccc(-c3ccccc3)cc2)[C@H](CO)N1C(=O)C1CC1,-1.4,-10,-9,14
Cc1ccc(-c2cnc3c(c2)C(=O)N([C@@H](C)CO)C[C@@H](C)[C@H](CN(C)C(=O)Cc2ccncc2)O3)cc1,-0.2,-55,-7,53
O=C(NCC[C@H]1CC[C@H](NS(=O)(=O)c2cccc(F)c2)[C@@H](CO)O1)c1cnccn1,-0.1,9,0,-21
CO[C@@H]1CN(C)C(=O)c2ccc(NC(=O)c3ccc(Oc4ccccc4)cc3)cc2OC[C@H](C)NC[C@H]1C,-2.7,-25,/,53
O=C(C[C@H]1CC[C@@H]2[C@H](COC[C@@H](O)CN2CC2CCOCC2)O1)NCC1CC1,0.6,/,-2&-6,29
Cc1ccc(S(=O)(=O)N(C)C[C@@H]2Oc3ccc(NC(=O)Nc4ccc(F)cc4)cc3C(=O)N([C@H](C)CO)C[C@H]2C)cc1,-1.0,-33,-2,47
CO[C@H]1CN(C)C(=O)c2ccc(NC(=O)C3CCCC3)cc2OC[C@@H](C)N(C)C[C@H]1C,1.0,/,/,-9
O=S(=O)(N[C@H]1CC[C@H](CCn2cc(-c3cccc(F)c3)nn2)O[C@@H]1CO)c1ccccc1,-2.3,-4,-5,-7
C[C@H](CO)N1C[C@H](C)[C@H](CN(C)Cc2cccc(C(F)(F)F)c2)OCc2cn(nn2)CCCC1=O,0.2,-7,-2,-29
C[C@H](CO)N1C[C@H](C)[C@H](CN(C)C(=O)Nc2ccc3c(c2)OCO3)Oc2c(NC(=O)Nc3ccc4c(c3)OCO4)cccc2C1=O,-1.1,8,0,36
Cc1noc(C)c1NC(=O)N[C@@H]1CC[C@@H](CCNC(=O)C2CC2)O[C@H]1CO,-3.0,-10,-1,/
CC=Cc1ccc2n(c1=O)C[C@H]1[C@H](CO)[C@@H](C(=O)N3CCc4ccccc4C3)N(C)[C@@H]21 (mixture of isomers),2.4,6,5,/
CS(=O)(=O)N1CCCCN2[C@H](C1)[C@H](c1ccc(-c3cccc(C#N)c3)cc1)[C@@H]2CO,2.0,17,-4,-76
C[C@H]1CN([C@@H](C)CO)C(=O)c2cccc(NS(=O)(=O)c3ccc(F)cc3)c2O[C@@H]1CN(C)S(=O)(=O)c1ccc(F)cc1,-1.3,19,-1,-6
CN1C(=O)c2cc(NC(=O)Cc3ccccc3)ccc2OC[C@H]2O[C@@H](CC(=O)NCC3CC3)CC[C@H]21,-0.2,-8,0,-42
CO[C@@H]1CN(C)C(=O)c2ccc(NC(=O)Nc3ccccc3Cl)cc2OC[C@@H](C)NC[C@@H]1C,6.3,0,-1,/
# Additional compounds follow:
SMILES,GASC1 inh,Pf Dd2 growth,C diff HTS,T cruzi growth
CN1C(=O)c2cc(NC(=O)Nc3ccc(Cl)cc3)ccc2OC[C@@H]2O[C@H](CC(=O)O)CC[C@H]21,2.9,-18,8,38
C[C@H]1CN([C@@H](C)CO)C(=O)Cc2cc(NC(=O)Nc3cccc4ccccc34)ccc2O[C@@H]1CN(C)S(C)(=O)=O,-1.3,5,-4,-41
O=C(C[C@H]1C=C[C@@H](NC(=O)CC2CC2)[C@H](CO)O1)NCc1ccccc1,-2.1,8,3,/
C[C@@H]1CN([C@H](C)CO)C(=O)c2cccc(NS(=O)(=O)c3ccccc3)c2O[C@H]1CN(C)C(=O)Nc1ccc(F)cc1,-2.2,-6,5,-17

# Of the compounds above, these have an aryl methoxy group:
SMILES,GASC1 inh,Pf Dd2 growth,C diff HTS,T cruzi growth
COc1ccccc1CNC(=O)C[C@H]1CC[C@H](NC(C)=O)[C@H](CO)O1,-1.5,2,3,-57
COc1ccc(NC(=O)N(C)C[C@H]2OCCCC[C@@H](C)Oc3ccc(NC(=O)c4ccccc4)cc3C(=O)N([C@@H](C)CO)C[C@@H]2C)cc1,0.0,-63,2,58
COc1ccccc1S(=O)(=O)N[C@@H]1CC[C@H](CCn2cc(C3CCCC3)nn2)O[C@H]1CO,0.9,11,-1,/
COc1ccc(S(=O)(=O)Nc2ccc3c(c2)C(=O)N([C@@H](C)CO)C[C@H](C)[C@H](CN(C)S(=O)(=O)c2ccc(C)cc2)OCCCC[C@H](C)O3)cc1,-0.6,-79,/,/
COc1ccc2c3c([nH]c2c1)[C@H](CO)N(Cc1ccccn1)CC31CCN(C(C)=O)CC1,13,-31,1,/
COc1cccc(S(=O)(=O)Nc2ccc3c(c2)[C@H]2C[C@H](CC(=O)NCc4ccc(Cl)cc4)O[C@H](CO)[C@H]2O3)c1,-4.8,-62,/,159*
COc1ccc(CNC(=O)N(C)C[C@@H]2OCc3ccccc3-c3c(n(C)c4ccccc34)C(=O)N([C@H](C)CO)C[C@H]2C)cc1,-2.7,2,-5,19
COc1ccc(S(=O)(=O)N(C)C[C@H]2Oc3c(NS(=O)(=O)c4ccccc4)cccc3C(=O)N([C@H](C)CO)C[C@@H]2C)cc1,0.1,14,-6,19
COc1ccc2c3c([nH]c2c1)[C@H](CO)N(C(=O)NC(C)C)CC31CN(C(=O)C2CCCC2)C1,-0.2,11,-6,/
